mcGAS inh = inhibitors of mouse cGAS; AID 1259399; inhibition, % at 12.5 µM; Q8C6L5; recombinant cGAS, Kinase-Glo ATP depletion luminescence; actives 0.15% (n = 160,000);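 further: 0% = negative control wells and 100% = reference inhibitor with no enzyme activity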
hcGAS lum = blocks human cGAS activity | recombinant h-cGAS, ATP depletion, Kinase-Glo luminescence | actives 0.081% (n = 290,000) | Q8N884 | inhibition, % at 12.5 µM;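 further: 0% = vehicle reaction and 100% = reaction without DNA for no activity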
Target sequence (Q8N884 whole entry, looked up): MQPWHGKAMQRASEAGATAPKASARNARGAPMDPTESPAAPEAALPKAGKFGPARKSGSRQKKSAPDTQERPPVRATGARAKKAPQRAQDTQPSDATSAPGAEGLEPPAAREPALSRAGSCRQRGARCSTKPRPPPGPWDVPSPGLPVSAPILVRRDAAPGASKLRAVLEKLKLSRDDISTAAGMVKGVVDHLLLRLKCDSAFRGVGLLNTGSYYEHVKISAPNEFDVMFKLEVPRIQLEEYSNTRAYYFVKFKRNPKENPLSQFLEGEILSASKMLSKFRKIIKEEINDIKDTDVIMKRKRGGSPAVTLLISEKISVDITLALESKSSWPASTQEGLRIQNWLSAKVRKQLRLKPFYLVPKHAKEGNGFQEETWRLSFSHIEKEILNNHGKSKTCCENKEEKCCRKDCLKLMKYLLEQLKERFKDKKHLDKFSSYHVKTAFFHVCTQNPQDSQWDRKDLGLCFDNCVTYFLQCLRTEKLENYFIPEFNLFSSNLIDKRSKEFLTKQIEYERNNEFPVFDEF
NPYLR7 agonist = mosquito NPYLR7 agonism. AID 1259423. HEK293T NPYLR7/Galpha15, GCaMP6s calcium fluorescence. activation, % at 10 µM. actives 0.15% (n = 270,000); in the data active means activation above about 40%;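 further: 0% = vehicle and 100% = reference agonist at the receptor; some compounds past the cut are filed as inactive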
Starred values were filed as active, the others as inactive; . = no result given; & = joins results of further samples. Unless noted, no stated cut-off is given here; in the data, active means inhibition above about 40%; inactive means the rest.

| Structure | mcGAS inh | hcGAS lum | NPYLR7 agonist |
| --- | --- | --- | --- |
| COc1cc(Cl)c(S(=O)(=O)OCC(F)(F)F)cc1Cl | -12.6 | -6.2 | 11.9 |
| O=c1ccn(Cc2nc3c(s2)CCCc2ccccc2-3)c(=O)[nH]1 | . | -8.0&-0.2 | 7.5&2.9 |
| Cc1nc2c(=O)n(CC(=O)N3CCc4ccccc43)nc(-c3cccs3)c2s1 | -7.4 | -7.8 | 5.2 |
| CCOC(=O)c1c(C)[nH]c(-c2nc(N3CCN(C)CC3)sc2C)c1C | . | -8.0&-5.5 | 1.5&-4.3 |
| COc1ccc(-n2ncc(Oc3ccc4c(c3)CCC4)c(Nc3cccc(C(=O)NCCN4CCOCC4)c3)c2=O)cc1 | -4.6 | -5.8 | 13.0 |
| CC(C1CC1)N(C)C(=O)Nc1ccc(Cl)c(Cl)c1 (stereo unspecified) | -5.8 | -4.8 | -0.3 |
| CCCC(=O)N1CCC1(C)C(=O)NCc1ccccc1SC (stereo unspecified) | . | -6.5 | -0.1 |
| COc1ccc(C(=O)NC2CCCc3c2cnn3-c2ccc(F)cc2F)c(OC)n1 (stereo unspecified) | . | -5.4 | -8.0 |
| O=C1OC(c2ccc(Cl)cc2Cl)=N/C1=C\C(Cl)=C\c1ccccc1 | -0.4 | 1.8 | -12.5 |
| Cc1cc(C)nc(-c2ccc(CO)cc2)n1 | . | -5.0 | 13.3 |
| COc1cc(S(=O)(=O)NCc2ccco2)ccc1I | . | -8.1 | 3.5 |
| Cc1cc(C)cc(CSc2nnc(N)s2)c1 | . | -2.4 | 4.0 |
| Cc1cccc2sc(N(CCCn3ccnc3)C(=O)c3ccco3)nc12 | -4.6 | -2.0 | -9.6 |
| O=C(c1ccccc1C1CCNC1)N1CCOc2ccc(Cl)cc2C1 (stereo unspecified) | . | -0.2 | 5.0 |
| Cc1cc(NC(=O)C(C)n2cc([N+](=O)[O-])cn2)no1 (stereo unspecified) | . | 6.0 | 1.2 |

Copied from the listing (4 entries):
| Structure | mcGAS inh | hcGAS lum | NPYLR7 agonist |
| --- | --- | --- | --- |
| COc1cc(Cl)c(S(=O)(=O)OCC(F)(F)F)cc1Cl | -12.6 | -6.2 | 11.9 |
| O=c1ccn(Cc2nc3c(s2)CCCc2ccccc2-3)c(=O)[nH]1 | . | -8.0&-0.2 | 7.5&2.9 |
| Cc1nc2c(=O)n(CC(=O)N3CCc4ccccc43)nc(-c3cccs3)c2s1 | -7.4 | -7.8 | 5.2 |
| CCOC(=O)c1c(C)[nH]c(-c2nc(N3CCN(C)CC3)sc2C)c1C | . | -8.0&-5.5 | 1.5&-4.3 |

The main list resumes, repeating the 2 entries before the break.
| Structure | mcGAS inh | hcGAS lum | NPYLR7 agonist |
| --- | --- | --- | --- |
| O=C(c1ccccc1C1CCNC1)N1CCOc2ccc(Cl)cc2C1 (stereo unspecified) | . | -0.2 | 5.0 |
| Cc1cc(NC(=O)C(C)n2cc([N+](=O)[O-])cn2)no1 (stereo unspecified) | . | 6.0 | 1.2 |
| CCOC(=O)c1cnn(C2CCN(C(C)C(=O)NC3CC3)CC2)c1N (stereo unspecified) | . | -5.2 | -2.1 |
| Cc1ccc(C(=O)COc2ccc3oc(=O)cc(C)c3c2)cc1 | . | -8.5 | 14.7 |
| O=C(CN1CCCCCCC1=O)NCCc1ccccc1F | . | -2.6 | 0.7 |
| CSc1ccccc1C(=O)N1CCC(C(Cc2ccccc2F)N(C)C(=O)c2cccs2)CC1 (stereo unspecified) | -11.1 | -8.4 | 7.9 |
| CC(=O)c1cc(CN2CCC(N3CCC(C(=O)NC4CC4)CC3)CC2)cs1 | . | -8.2 | 9.9 |
| CCc1ccc(-c2nccn2CCn2cccn2)nc1 | -13.3 | -6.0 | . |
| c1cc(-c2noc(CSc3nnnn3C3CC3)n2)cs1 | . | -4.0 | 7.8 |
| O=C(NCc1cccs1)c1cccn2c(=O)c3sccc3nc12 | . | 0.2 | -0.1 |
| O=C1CC(N2CCN(S(=O)(=O)c3ccc(Cl)c(Cl)c3)CC2)C(=O)N1C1CC1 (stereo unspecified) | . | -7.6 | 2.7 |
| Cc1ccn2c(NC(=O)C3CCCCC3)c(-c3cccc(F)c3)nc2c1 | -4.0 | 1.8 | -12.6 |
| CC(C)NS(=O)(=O)c1cccc(C(=O)N2CCN(S(=O)(=O)c3ccc(F)cc3)CC2)c1 | -6.8 | -3.3 | 4.1 |
| CC(c1ccc(S(C)(=O)=O)cc1)N(C)C(=O)Cc1ccccc1F (stereo unspecified) | . | 0.4 | 6.4 |
| O=C(Nc1ccc2nc([C@@H]3O[C@H](CO)[C@@H](O)[C@H]3O)[nH]c2c1)Nc1ccccc1-c1ccccc1 | -1.0 | 1.0 | 11.0 |
| CC(=O)c1c(C)oc2ccc(N(C(=O)c3ccncc3)S(=O)(=O)c3c(C)cc(C)cc3C)cc12 | . | -5.5 | 3.1 |
| COCCN(Cc1ccc(OS(C)(=O)=O)cc1)C(=O)Nc1ccc(OC)cc1OC | -5.3 | -7.1 | -3.5 |
| O=C(Cn1cnc2c(nnn2Cc2ccc(Cl)cc2)c1=O)N1CCCc2ccccc21 | . | -1.6 | 7.2 |
| O=C(c1ccc(-c2ccc3c(c2)OCCO3)s1)N1CCC(Cc2ccccc2)CC1 | -4.5 | -4.1 | 9.8 |
| O=C(Oc1ccc2ccc(=O)oc2c1)N1CCOCC1 | -0.9 | 3.6 | -1.6 |
| COc1cc2c3c(c1)C(SC(C)=N)(C1C(=O)CC(C)(C)CC1=O)C(=O)N3C(C)(C)C=C2C (stereo unspecified) | . | -7.8 | 1.7 |
| Cc1cccc(C)c1NC(=O)c1ccccc1NC(=O)C(C)n1cncn1 (stereo unspecified) | . | 4.2 | -4.2 |
| CCn1c(C2CCN(C(=O)CCc3c[nH]c4ccccc34)CC2)nn(C)c1=O | . | -2.2 | 14.7 |
| Cc1ccsc1C1c2c(n[nH]c2C)OC(=N)C1C#N (stereo unspecified) | -2.8 | -2.1 | 5.1 |
| CCOC(=O)c1ccccc1Nc1nnc(C(C)(C)C)c(=O)[nH]1 | . | 7.3 | 5.6 |
| CC1(C)O[C@@H]2[C@@H](CO[C@@]3(COS(N)(=O)=O)OC(C)(C)O[C@@H]23)O1 | . | -6.0&-4.4 | -7.9&6.7 |
| Cn1cc(S(=O)(=O)N(Cc2ccco2)c2cccc(F)c2)cc1C(N)=O | . | -7.4 | 2.7 |
| COc1ccc(C(=O)Nc2c3c(nn2-c2ccccc2C)CS(=O)C3)cc1OC (stereo unspecified) | . | -4.2 | 0.8 |
| O=C(c1ccc2cccnc2c1O)N1CCCC(CCc2ccc(F)cc2)C1 (stereo unspecified) | . | -3.3 | 10.5 |
| O=C(Cn1c(=O)n(-c2ccc(F)cc2)c(=O)c2ccccc21)NCc1ccccn1 | -8.5 | -0.6 | . |
| C=CCc1c(C)nc2c(-c3ccccc3)cnn2c1N1CCN(CC)CC1 | -8.1 | -9.9 | 3.1 |
| CCCCn1nc(C)c(/C=C/C(=O)NC2(C(=O)NC)CCCC2)c1Cl | -14.8 | -6.3 | -7.3 |
| Cc1ccccc1-c1ccc(-n2cncc2C(=O)NC(C)c2ccc(Br)cc2)cc1 (stereo unspecified) | -6.6 | -6.7 | -2.4 |
| O=[N+]([O-])C(CN1CCOCC1)C1=NCCC1 (stereo unspecified) | . | 2.4 | 1.4 |
| CCOc1cc(C)c(C(C)C)cc1S(=O)(=O)n1cccn1 | -7.4 | -4.4 | -0.6 |
| CCC(C)N(Cc1c(C)nn(-c2ccccc2)c1Oc1cccc(OC)c1)CC(O)CN1CCOCC1 (stereo unspecified) | -4.8 | -4.4 | 5.7 |
| COCCn1cc(C(=O)N2CCN(c3ccc(OC)cc3)CC2)c2nn(-c3ccccc3)c(=O)c-2c1 | -8.7 | -4.3 | 2.2 |
| Cc1nc(Cl)c(N)c(Oc2ccc3cccnc3c2)n1 | . | -6.0 | 18.5 |
| COc1ccc2cc(C3CN(c4nccnc4C)CCO3)ccc2c1 (stereo unspecified) | . | -6.0 | 11.2 |
| COc1ccc(Oc2ccc(C(=O)NCCc3cnc[nH]3)cc2)cc1 | . | -3.3 | -0.9 |
| CCOC(=O)Nc1snc(C)c1C(=O)OCC | . | -8.1 | 0.6 |
| COc1ccc(-c2nc(Cc3ccccc3Cl)no2)c(OC)c1 | -4.4 | -5.2 | 2.0 |
| C#CCOCC(O)CN(CCC)Cc1c(C)nn(-c2ccc(F)cc2)c1Oc1ccc(F)cc1 (stereo unspecified) | -2.8 | -5.8 | -1.5 |
| O=C(CSc1nnc(Cc2ccccc2)o1)c1ccc(F)cc1 | -5.2 | -1.4 | 1.1 |
| COc1ccc(-c2nc3ccccc3o2)cc1NC(=O)c1ccc(-c2ccccc2)cc1 | -0.4 | -0.7 | -3.1 |
| O=C(Nc1cc(F)ccc1F)c1ccc(S(=O)(=O)N2CCOCC2)cc1 | . | -10.7 | -0.3 |
| O=C(c1cc(Cl)ccn1)N1CCC(C(O)c2ccc(F)cc2)CC1 (stereo unspecified) | -5.1 | -9.7 | 6.2 |
| O=c1[nH]nc(C(O)c2ccccc2)n1CC1CCCCC1 (stereo unspecified) | . | -3.0 | 25.5 |
| O=C(O)c1ccc(-c2c[nH]c3ncc(-c4ccccc4)cc23)cc1C1CCCC1 | . | -0.6 | -13.3 |
| CCOc1ccc(Br)cc1S(=O)(=O)Nc1ccc(F)cc1Cl | . | -8.3 | 5.0 |
| CN1CCC2(CC1)CN(C(=O)c1cccc(-c3cn[nH]c3)c1)CCN2C | -17.3 | -5.4 | 6.9 |
| COc1ccc(C2Nc3ccc(C(=O)c4ccccc4)cc3N=C3CCCC(=O)C32)cc1 (stereo unspecified) | -0.3 | -0.7 | -2.3 |
| COc1ccc(-n2nnc3c(SCC(=O)Nc4ccccc4OC)ncnc32)cc1 | -6.1 | -5.9 | 18.9 |
| O=C(NC1CCCN(Cc2ccccn2)C1)c1ccc2c(c1)OCCO2 (stereo unspecified) | -9.3 | -6.3 | -0.7 |
| COc1ccccc1-c1cc(C(=O)O)nc2c(-c3ccccc3)c(C)nn12 | . | -3.7 | -5.7 |
| c1cncc(OCCCNc2nc(-c3ccncc3)nc3c2CCNC3)c1 | . | -3.4 | 1.2 |
| COc1ccc(/C=C/c2noc(C)c2NC(=O)C2CCCC2)cc1 | -6.4 | -6.8 | -0.3 |
| CCOc1ccc(NC(=Nc2nc(C)cc(C)n2)NC(C)=O)cc1 | . | -2.7 | -7.3 |
| O=C(O)C1(S(=O)(=O)c2ccc(Br)cc2)CCCC1 | . | -6.0&-7.5 | 2.0&-7.5 |
| CCCCNCC(=O)N1c2ccccc2-n2cccc2C1c1cccc(Cl)c1 (stereo unspecified) | . | 0.0 | 3.0 |
| Cc1ccc(-c2ccc(=O)n(CCCC(=O)Nc3nc4ccc(C)cc4s3)n2)cc1 | -7.2 | -1.4 | -13.1 |
| Cc1nc2n(n1)C(=O)C(C(c1ccc(Cl)c(Cl)c1)N1CC(C)OC(C)C1)S2 (stereo unspecified) | -7.0 | -8.2 | 1.5 |

Next structures follow:
| Structure | mcGAS inh | hcGAS lum | NPYLR7 agonist |
| --- | --- | --- | --- |
| CCCCn1c(N)c(N(CCC)C(=O)C=Cc2ccco2)c(=O)[nH]c1=O | . | -13.2 | 2.5 |
| COCCN(CC(=O)Nc1cc(C(C)(C)C)nn1-c1ccc(C)cc1C)C(=O)c1ccc2c(c1)OCO2 | -6.2 | -3.0 | 4.2 |
| COc1ccc(N2CCN(C(=O)c3cc(-c4ccc(F)cc4)nc4cc(-c5ccccc5)nn34)CC2)cc1 | -7.8&-0.7 | -8.8&4.9 | -6.8&-4.9 |
| COC(=O)[C@@H](NC1CCN(c2ccc(NC(=O)C3CCCC3)cc2)CC1)c1ccccc1 | -14.9 | -12.3 | 16.4 |
| COc1ccc(-c2cc(C(=O)N3CCN(C/C=C/c4ccccc4)CC3)n(-c3ccccc3Cl)n2)c(OC)c1 | -2.2 | 10.8 | -0.4 |
| CCNC(=O)CN(CC)S(=O)(=O)c1cc(Cl)cc(Cl)c1 | -14.5 | -1.3 | -0.4 |
| Cn1c(=O)c2c(nc(CN3CCN(Cc4ccccc4)CC3)n2Cc2ccccc2)n(C)c1=O | -5.7 | -2.3 | 2.4 |
| Cc1ccnc(NC(=O)CCc2c(C)nn(-c3nc(C)c(C)c(=O)[nH]3)c2C)c1 | . | -5.8 | 3.5 |
| CC(C)Oc1ccc(S(=O)(=O)N2CCOCC2)cc1NC(=O)Cn1c(=O)n(C)c2ccccc21 | . | -6.9 | 38.3 |
| COc1ccc(CN2C(=O)N(CC(C)C)C3(CCN(Cc4cc5ccccc5o4)CC3)C2=O)cc1 | -15.9 | -2.1 | 12.1 |
| CCc1ccc(C(=O)N2CCN(CC(OCc3ccc(C#N)cc3)c3cccc(OC)c3)CC2)cc1 (stereo unspecified) | -6.3 | -10.8 | . |
| O=C(NCC1CCCN(CCCn2cccn2)C1)C1(c2ccc(Cl)cc2)CC1 (stereo unspecified) | -3.4 | -3.8 | 3.2 |
| O=S(=O)(c1cccc(Cl)c1Cl)N1CCc2sccc2C1 | -6.2 | -1.7 | 10.1 |
| CCOC(=O)C1(Cc2ccc(OC)cc2)CCN(C(=O)C2CCCC2)CC1 | -2.5 | -2.1 | 7.1 |
| Cc1c(C(=O)NCc2ccccc2C(F)(F)F)sc(=O)n1CC(=O)N1CCOCC1 | . | -0.8 | -2.4 |
| O=S(=O)(c1cc(Cl)cc(Cl)c1)N1CCN(Cc2ccco2)CC1 | . | -2.0 | 3.4 |
| COC(=O)c1cc2n(n1)CCCN(C(=O)c1cc3nc(C)cc(C)n3n1)C2 | . | -6.8 | -3.4 |
| COC(=O)c1ccc(CSc2ncnc3c2nnn3C)o1 | . | -8.8 | 0.0 |
| CNc1nc(NCc2ccc(C)cc2C)c2sccc2n1 | . | -9.5 | 9.0 |

An unsorted share of the library; any-hit rate near 0.27%.
